# M4 antag: human M4 muscarinic receptor antagonists, primary screen, CHO cells, Fluo-8 calcium fluorescence | Muscarinic acetylcholine receptor M4 (Homo sapiens), P08173 | CHO-hM4 cells, ACh EC80 | inhibition, % at 3 µM | actives 0.73% (n = 360,000);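 active = inhibition above its plate's cutoff, the mean inhibition of sample wells plus 3 SD, cut at about 27% in these data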;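 also: 0% = acetylcholine EC80 with DMSO and 100% = DMSO without agonist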
# Target sequence (P08173 whole entry, looked up): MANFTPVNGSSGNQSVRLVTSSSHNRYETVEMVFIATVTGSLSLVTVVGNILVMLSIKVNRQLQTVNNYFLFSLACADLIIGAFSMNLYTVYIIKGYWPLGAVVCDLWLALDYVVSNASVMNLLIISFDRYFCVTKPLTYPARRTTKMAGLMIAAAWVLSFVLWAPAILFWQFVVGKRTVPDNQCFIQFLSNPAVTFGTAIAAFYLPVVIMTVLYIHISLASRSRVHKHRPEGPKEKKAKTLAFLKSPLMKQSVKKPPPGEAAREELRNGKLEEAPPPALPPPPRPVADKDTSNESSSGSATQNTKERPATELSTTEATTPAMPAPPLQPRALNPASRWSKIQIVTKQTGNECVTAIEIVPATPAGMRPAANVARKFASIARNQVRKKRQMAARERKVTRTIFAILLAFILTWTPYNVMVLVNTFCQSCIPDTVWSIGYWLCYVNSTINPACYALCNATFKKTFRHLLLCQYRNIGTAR
# CHRM5 antagonist: human M5 muscarinic receptor antagonists, primary screen, CHO cells, Fluo-8 calcium fluorescence | actives 0.59% (n = 360,000) | CHO-hM5 cells, ACh EC80 | inhibition, % at 3 µM | Muscarinic acetylcholine receptor M5 (Homo sapiens), P08912;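 active = inhibition above a per-plate cutoff, the mean of that plate's test compounds plus 3 SD, cut at about 27% in these data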;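 also: 0% = acetylcholine EC80 with DMSO and 100% = DMSO without agonist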
# Target sequence (P08912 whole entry, looked up): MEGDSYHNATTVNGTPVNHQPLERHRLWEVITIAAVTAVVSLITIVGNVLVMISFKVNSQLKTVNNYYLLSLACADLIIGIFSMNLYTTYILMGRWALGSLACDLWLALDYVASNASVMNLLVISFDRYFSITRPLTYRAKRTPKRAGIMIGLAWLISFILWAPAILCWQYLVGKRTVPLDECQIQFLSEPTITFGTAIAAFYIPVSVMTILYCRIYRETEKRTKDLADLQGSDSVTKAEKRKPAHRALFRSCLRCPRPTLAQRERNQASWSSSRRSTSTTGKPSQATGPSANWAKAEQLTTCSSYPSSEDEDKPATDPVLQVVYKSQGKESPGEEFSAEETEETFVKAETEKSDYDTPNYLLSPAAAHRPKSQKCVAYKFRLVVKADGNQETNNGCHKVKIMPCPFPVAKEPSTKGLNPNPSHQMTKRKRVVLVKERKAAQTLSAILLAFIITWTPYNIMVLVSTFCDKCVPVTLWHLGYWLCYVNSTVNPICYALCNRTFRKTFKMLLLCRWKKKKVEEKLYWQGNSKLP
# IDE inh: human IDE inhibitors in live cells, primary screen, fluorescence polarization, HEK cells, FAbetaB substrate. Insulin-degrading enzyme (Homo sapiens), P14735. FAbetaB cleavage. inhibition, % at 5.59 µM. actives 0.41% (n = 320,000). AID 434962, 2010;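 active = percent inhibition above the average of all tested compounds plus 3 SD, set per screening campaign, cut at about 16% in these data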;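 also: IDE supplied by intact live HEK cells; FP after avidin binding of uncleaved biotin substrate so inhibition keeps polarization high; 0% = DMSO wells and 100% = 60 µM reference IDE inhibitor Ii1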
# M5 PAM: human M5 muscarinic receptor positive allosteric modulators, primary screen, CHO-K1 cells, Fluo-8 calcium fluorescence; Muscarinic acetylcholine receptor M5 (Homo sapiens), P08912; activation, % at 3 µM; CHO-K1 hM5, ACh EC20 PAM; 0% = ACh EC20, 100% = ACh EC100; actives 0.3% (n = 360,000); AID 624038, 2012;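 active = activation above the run cutoff, the mean activation of all test compounds plus 3 SD, cut at about 18% in these data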
#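 Assay system – human M5 receptor in CHO-K1 cells · Read-out – % activation, ACh-normalized · Technique – Fluo-8 calcium fluorescence · Dosing – single-point, 3 µM nominal · Incubation – Fluo-8 loading 80 min at 37 °C plus 30 min room temperature · Repeats – singlicate, one well per test compound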
# CHRM4 PAM: human M4 muscarinic receptor positive allosteric modulators, primary screen, CHO-K1 cells, Fluo-8 calcium fluorescence | Muscarinic acetylcholine receptor M4 (Homo sapiens), P08173 | CHO-K1 hM4/Gqi5, ACh EC20; 0% = ACh EC20, 100% = maximal ACh | activation, % at 3 µM | actives 0.4% (n = 360,000) | AID 624126, 2012;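 active = activation above its plate's cutoff, the mean activation of sample wells plus 3 SD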; also: some results filed as inactive read as strong as hits
# CRFR2-BP ag: agonists of CRF-BP/CRF-R2 complex, primary screen, cell-based, HEK293, calcium dye fluorescence, uHTS; CRF-binding protein / CRF receptor 2 complex (human); calcium dye fluorescence (FLIPR); percent of saturating CRF peptide response; activation, % at 13.2 µM; actives 0.46% (n = 350,000); AID 588473, 2011;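 active = activation of at least 50%, plus an integration ratio under a set limit after plate pattern correction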;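 also: plate controls were neutral control wells without compound for no effect and CRF at EC100 for full effect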
# CHRM4 agonist: human M4 muscarinic receptor agonists, primary screen, CHO-K1 cells, Fluo-8 calcium fluorescence; actives 0.14% (n = 360,000); CHO-K1 hM4/Gqi5; vehicle 0%, full acetylcholine response 100%; AID 624127, 2012; activation, % at 3 µM;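 active = activation above the run mean over all test wells plus 3 SD, cut at about 32% in these data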;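 also: peak over basal fluorescence ratio per well then scaled between controls; 0% = DMSO wells and 100% = acetylcholine at EC100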
# CRFR2-BP antag: antagonists of CRF-BP/CRF-R2 complex, primary screen, cell-based, HEK293, calcium dye fluorescence, uHTS; actives 0.59% (n = 350,000); inhibition, % at 11.8 µM; CRF-induced calcium fluorescence;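 active = inhibition of the ligand-induced calcium signal above about 50% at the single tested concentration, limit read from the data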
# CHRM5 agonist: human M5 muscarinic receptor agonists, primary screen, CHO-K1 cells, Fluo-8 calcium fluorescence; Muscarinic acetylcholine receptor M5 (Homo sapiens), P08912; CHO-K1 hM5 cells; 0% DMSO wells, 100% maximal acetylcholine response; activation, % at 3 µM; actives 0.19% (n = 360,000);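 active = activation above the run's mean over test compounds plus 3 SD, cut at about 23% in these data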;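 also: signal is peak over basal fluorescence ratio across the kinetic read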
# The depositor's hits bear a star; x = no result given. Rows are unselected, and some 2.9% of all compounds hit somewhere here.
SMILES,M4 antag,CHRM5 antagonist,IDE inh,M5 PAM,CHRM4 PAM,CRFR2-BP ag,CHRM4 agonist,CRFR2-BP antag,CHRM5 agonist
Cc1ccccc1NC(=O)Cc1nc(COC(=O)c2ccc([N+](=O)[O-])cc2)cs1,6,-3,x,-7,-3,1.4,3,13,2
COC(=O)c1ccc(C(=O)NC2CCCc3c2cnn3-c2cc(F)cc(F)c2)nc1 (stereo unspecified),1,-1,2,0,-4,0.4,0,6,-1
CCOc1ccc(C(=O)N(CN2CCCC2=O)c2cccc(Cl)c2)cc1,-2,-1,4,4,-6,-1.8,2,7,-11
Cc1ccc(C)c(N(C(=O)c2csnn2)C(C(=O)NC2CCCC2)c2cccnc2)c1 (stereo unspecified),-14,7,4,-3,-8,0.8,1,-3,-4
CCOc1ccc(Nc2nc(N)nc(CSC(=S)N3CCOCC3)n2)cc1,2,34*,7,-26,-22,-1.6,14,-1,-10
O=C(NCc1cccnc1)c1ccc(NC(=O)c2ccc(Br)cc2)cc1,-6,7,0,4,0,-0.5,5,-8,-3
CCCn1c2ccccc2c2cc(C(=O)O)ccc21,-8,-2,1,1,7,-1.1,1,-6,0
Cc1nnc(SCc2nc3ccccc3[nH]2)s1,-8,-2,5,0,-4,27,0,23,-3
Cc1cc(C(=O)NNC(=O)c2nn(C)c(=O)c3ccccc23)c(C)o1,-2,3,-4,7,6,-2.4,0,-12,2
COC(=O)C[C@H]1C=C[C@@H](NC(=O)NC2CCCCC2)[C@@H](CO)O1,-3,6,x,0,0,x,2,x,0
COc1ccccc1CNC(=O)COc1ccc(S(=O)(=O)N2CCOCC2)cc1,-4,0,2,-5,3,1.1,1,-2,-1
COc1ccc2c(c1)[nH]c1c(=O)n(Cc3ccco3)cnc12,8,2,2,-13,-5,12,6,9,8
COc1cc(OC)c(/C=N/NC(=O)c2ccc(NC(C)=O)cc2)cc1Br,3,-15,x,4,-1,-2.4,0,31,4
O=C(Nc1nc(-c2cccs2)c(-c2ccccc2)s1)c1ccco1,13,-9,-2,15,2,-0.1,-2,2,15
CN(CC(=O)Nc1cccc(F)c1)C(=O)C1CC(=O)N(Cc2ccccc2)C1 (stereo unspecified),4,0,5,-1,-1,-0.4,2,3,1

# Structures shown so far that have an NH in an aromatic ring, in the order listed:
SMILES,M4 antag,CHRM5 antagonist,IDE inh,M5 PAM,CHRM4 PAM,CRFR2-BP ag,CHRM4 agonist,CRFR2-BP antag,CHRM5 agonist
Cc1nnc(SCc2nc3ccccc3[nH]2)s1,-8,-2,5,0,-4,27,0,23,-3
COc1ccc2c(c1)[nH]c1c(=O)n(Cc3ccco3)cnc12,8,2,2,-13,-5,12,6,9,8

# CHRM5 antagonist: hit marks shown above.
Molecule	M4 antag	CHRM5 antagonist	IDE inh	CHRM4 PAM	CRFR2-BP ag	CHRM4 agonist	CRFR2-BP antag	CHRM5 agonist
CCOc1ccc(Nc2nc(N)nc(CSC(=S)N3CCOCC3)n2)cc1	2	34*	7	-22	-1.6	14	-1	-10

# (cont.)
SMILES,M4 antag,CHRM5 antagonist,IDE inh,M5 PAM,CHRM4 PAM,CRFR2-BP ag,CHRM4 agonist,CRFR2-BP antag,CHRM5 agonist
COc1cccc(C(=O)O/N=C(\N)c2ccc(C)cc2)c1,12,-2,-1,1,1,-0.5,1,-2,-1
COc1ccc2nc(NCCCNC(=O)c3cc(OC)c(OC)c(OC)c3)c(C#N)cc2c1,11,4,3,-7,-7,11,4,-11,0
CCOC(=O)C1(C)CCCN1C(=O)c1cccc(F)c1 (stereo unspecified),-4,-3,x,-1,1,x,1,x,0
C/C(=N\NC(=O)c1ccc2c(c1)OCO2)c1ccc(NC(=O)CCCC(=O)O)cc1,-6,24,x,-4,5,3.4,1,9,-7
CS(=O)(=O)N(CC(=O)N1CCCC1)C1CCCCC1,-2,2,x,-3,4,-0.3,0,7,0
COCCN1C[C@@H](CO)O[C@@H](n2cnc3c(NCc4ccco4)ncnc32)C1,-2,3,x,-3,-2,x,0,x,1
Cc1ccc(CC(=O)Nc2cccc(S(=O)(=O)N3CCOCC3)c2)cc1,8,7,-4,-5,4,-0.7,4,-5,0
CC(C)CN1CN(Cc2ccco2)CNC1=S,3,-4,2,-2,6,-1.1,1,3,-3
CC1CCCC(C)N1CCCNC(=O)c1nn(C)c2c1CSc1ccccc1-2 (stereo unspecified),2,-13,4,5,-2,-0.6,2,-5,-8
Cc1cc(OC(F)F)ccc1NC(=O)Nc1ccc([N+](=O)[O-])cc1,-1,27*,-2,-16,3,41,13,8,5
O=C(Nc1nc(-c2ccccn2)cs1)c1cc2ccccc2o1,6,3,7,-2,-6,-0.1,4,-20,-6
CCc1ccc(N2C(=O)C3NN=C(C(=O)OCc4ccccc4)C3C2=O)cc1 (stereo unspecified),6,-6,-2,-2,-6,-2.1,1,-8,1
CCC(C)(C)NC(=O)C1CC(=O)N(CCc2ccc(F)cc2)C1 (stereo unspecified),1,-1,-1,-8,-6,0.8,1,0,3
CCCn1c(NC(=O)C2COc3ccccc3O2)nc2ccccc21 (stereo unspecified),-6,0,8,-10,4,-0.2,0,32,-4
CCN(CC1CCCO1)C(=O)CCc1nnc(CCc2ccc(OC)cc2)o1 (stereo unspecified),-4,3,4,3,9,4.6,1,13,-3
COc1cc(OC)cc(-c2c(-c3cccs3)c3cc(-c4ccc(SC)cc4)ccc3n2C)c1,1,14,8,2,13,3.7,1,33,2
CC(=O)c1ccc(N2CCN(c3ccc(S(=O)(=O)NCCN(C)C)cc3[N+](=O)[O-])CC2)cc1,0,12,3,-7,-4,3.1,4,6,-5
CCc1ccccc1OCC(=O)OCC(=O)Nc1cc(C)on1,9,1,-2,-2,2,0.0,1,-7,0
CCN(CC)CCn1c(-c2ccc(C)cc2)nc(=S)c2c1CC(C)(C)OC2,-13,-6,-7,7,-2,-0.3,1,7,0
Cc1cccc(CCNC(=O)CC2C(=O)NCCN2Cc2ccccc2C)n1 (stereo unspecified),-6,-1,-1,1,0,-0.2,2,9,-2
COc1ccc(-c2ccc(-c3nnn(CC(C)=O)n3)cc2)cc1,6,-3,3,0,0,-0.5,3,-3,1
Cc1cc(=O)[nH]c(N/N=C/c2ccccn2)n1,-13,-5,2,1,10,-0.1,1,-6,-1
C(=C\c1ccccc1)/CSc1nc2ncccc2[nH]1,3,3,4,-3,-8,0.0,4,0,2
CCOC(=O)Cc1csc(NC(=S)NC(=O)c2ccccc2)n1,-1,4,-3,-6,-8,41,3,-9,-1
CCN(CC)C(=O)[C@H]1CC(CC(=O)NCCCN(C)C)C(=O)N2CCc3c([nH]c4ccc(OC)cc34)[C@]12C (stereo partly specified),-6,-3,x,2,-5,-0.8,-1,-2,0
CCOC(=O)CSC1=C(C#N)C(c2ccc(C)s2)CC(=O)N1 (stereo unspecified),7,4,-4,-1,0,-1.7,0,14,-2
CC(=O)NS(=O)(=O)c1ccc(N2C(=O)CC(Sc3nccc(C)n3)C2=O)cc1 (stereo unspecified),-7,-13,9,5,6,0.9,1,5,1
CC(C)c1ccc(N(C(=O)c2ccco2)C(C(=O)NC2CCCC2)c2cccnc2)cc1 (stereo unspecified),5,7,3,-2,-9,1.0,-1,-2,2
CC(=O)c1c(C)[nH]c(C2=NNC(=NC(C)(C)C)SC2)c1C,10,3,-1,1,9,3.7,1,-10,-3
O=C(Nc1ccc2sccc2c1)c1ccc(Cl)s1,-1,3,3,-13,-7,-0.8,4,17,-4
[O-][n+]1c2cc(C(F)(F)F)ccc2c2n1CCN=C2c1ccc(Cl)cc1,2,8,3,2,15,-0.1,1,-2,-1
CCN(Cc1ccccc1)C(=O)/C=C/c1ccccc1[N+](=O)[O-],-3,-6,x,0,-1,-4.5,1,-8,-5
CS(=O)(=O)N(Cc1ccccc1)c1ccc(C(=O)NCCSc2ccccn2)cc1,2,0,-1,5,4,15,3,28,2
CC12CCC(C(=O)Nc3cccnc3)(CC1=O)C2(C)C (stereo unspecified),-6,-9,6,5,4,1.2,0,-9,1
COc1cc2c(cc1OC)CN(C(=O)COc1ccc(C)c(C)c1)CC2,-6,-4,7,3,2,0.6,1,-15,1
CCOc1ccccc1NC(=O)CSC1=C(C#N)C(c2ccco2)C(C(=O)Nc2nc3ccccc3s2)=C(C)N1 (stereo unspecified),13,2,2,-3,-7,1.3,0,-3,-1
CCOc1ccc(CCNC(=O)c2cc(-c3ccccc3)c(N3CCOCC3)s2)cc1,-8,-2,1,-4,-3,-1.9,1,15,2
Clc1nnc(N/N=C/c2ccccc2)c2ccccc12,16,-2,0,3,-3,0.3,1,23,0
CCOC(=O)COc1ccc(C2NC(C(=O)O)CS2)cc1 (stereo unspecified),6,-8,-2,2,20,-1.8,1,3,0
CCN1CCCC1CNS(=O)(=O)c1ccc(Br)cc1 (stereo unspecified),3,12,1,-3,-2,-3.9,0,-4,-7
O=c1/c(=C\c2ccc(F)cc2)sc2n1CCCN=2,-6,3,0,-1,5,-0.8,8,-6,3
Cc1cc(C)nc(SCC(=O)NNS(=O)(=O)c2ccc(C#N)cc2)n1,-4,-11,x,17,6,-0.9,0,1,-3
Cc1ccccc1NC(=O)CN1CCN(c2ccc(F)cc2)CC1,-18,0,x,-3,4,-3.0,1,11,0
Cc1ccc(OCC(=O)N2CCN(C(=O)Cc3ccccc3)CC2)cc1,1,0,3,-1,-1,-4.6,1,7,-2
O=C(Nc1ccc(S(=O)(=O)N2CCCCC2)cc1)C1CCCCC1,-5,7,1,-2,3,0.9,6,-12,-3
C[C@@H]1CN([C@@H](C)CO)C(=O)c2cc(-c3ccncc3)cnc2O[C@H]1CN(C)C(=O)c1cccc(F)c1,-6,9,x,0,2,-2.0,1,24,4
Cc1ccc2nsnc2c1S(=O)(=O)NC1CC1,7,-2,-2,1,4,-1.1,1,12,0
O=C1CC(c2ccc(Cl)cc2)n2nc(N3C(=O)CCC3=O)nc2N1 (stereo unspecified),-3,5,-5,0,12,0.8,0,2,1
O=C(Nc1nc2cc3c(cc2s1)OCCO3)c1cccc(N2C(=O)CCC2=O)c1,-31,-4,8,0,7,-2.9,3,-34,1
CCC(C)(C)n1nnnc1C(C(C)C)N(Cc1ccco1)Cc1cc2cc3c(cc2[nH]c1=O)OCO3 (stereo unspecified),1,-3,-1,-3,13,12,1,-11,0
C[C@@H]1CN([C@@H](C)CO)C(=O)CCCn2cc(nn2)CO[C@H]1CN(C)C(=O)CCCN(C)C,-2,3,x,4,1,1.6,2,-1,0
O=C(COc1ccc2c3c(c(=O)oc2c1)CCC3)N[C@@H](Cc1ccccc1)C(=O)O,-6,3,-6,4,2,-1.1,-2,-10,7
N#Cc1c2n(c3c(N)ncnc13)CCCCC2,-7,11,0,-6,-9,2.3,11,-14,0
COc1ccccc1/C=C/c1onc(C)c1S(=O)(=O)N1CCC(C(=O)NC2CCCCCC2)CC1,7,-6,1,4,-5,5.2,2,-9,-1
